JMJD2E inh: qHTS Assay for Inhibitors of Human Jumonji Domain Containing 2E (JMJD2E). Lysine-specific demethylase 4E (Homo sapiens), B2RXH2. JMJD2E catalytic domain, FDH-coupled NADH fluorescence (FDH is formaldehyde dehydrogenase). Potency, µM (series often up to 57.1 µM), without a hit: at the top dose activity change, negative = inhibition, hits mostly inhibitors. hit rate 1.6% among 230,000. AID 2147, 2009; active = well fitted inhibition curve with a large enough effect, not every such curve was filed as active; inconclusive = small, poorly fitted or top-dose-only effect, or another doubt; inactive = no such curve, though single readings can be large or run the other way;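 note: 0% = wells with enzyme and -100% = buffer wells without enzyme; nearly all actives have a fitted effect of over 50% in size; many of its hits are not listed in these tables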
RECQ1 inh: qHTS Assay for Inhibitors of RecQ-Like Dna Helicase 1 (RECQ1). ATP-dependent DNA helicase Q1 (Homo sapiens), P46063. Potency, µM (doses to about 57.3 µM), for inactives: top-dose activity, negative = inhibition, actives largely listed as inhibitors. hit rate 0.54% among 240,000. AID 2549, 2010. RECQ1 DNA unwinding, red fluorescence kinetic read;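 note: plate controls were vehicle for no effect and no enzyme for full effect; nearly all actives have a fitted effect of over 30% in size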
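50 nM RECQ1T1 preincubated 15 min with compound in Tris pH 8.0 buffer with MgCl2, DTT, Tween-20 and 2.5 ug/ml poly(dI-dC); started with 200 nM TAMRA/BHQ-2 forked duplex and 2 mM ATP. Unwinding read as fluorescence (525/598 nm), two reads 2 h apart.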
L3MBTL1 inh: qHTS Assay for the Inhibitors of L3MBTL1. AlphaScreen L3MBTL1–H3K9me1 peptide binding. Potency, µM (top dose mostly 57.1 µM), without a hit: at the top dose activity, negative = inhibition, actives largely listed as inhibitors. hit rate 0.66% among 230,000. AID 485360, 2010; note: nearly all actives have a fitted effect of over 60% in size
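L3MBTL1 (50 nM) pre-complexed 30 min with biotinylated H3(1-15)K9me1 peptide (75 nM), then compounds added for 30 min at room temperature; AlphaScreen streptavidin donor/nickel chelate acceptor beads (10 ug/mL final) read after 30 min dark incubation.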
Tau FP inhib: qHTS for Inhibitors of Tau Fibril Formation, Fluorescence Polarization. Microtubule-associated protein tau (Homo sapiens), P10636. K18 P301L tau heparin fibrillization, Alexa594 FP, 6 h. Potency, µM (doses to about 57.7 µM), for the others: top-dose activity, negative = inhibition, usual class: inhibitors. hit rate 0.39% among 280,000. AID 1468, 2008; note: nearly all actives have a fitted effect of over 55% in size
Target sequence (P10636 561-689 P618L limits assumed): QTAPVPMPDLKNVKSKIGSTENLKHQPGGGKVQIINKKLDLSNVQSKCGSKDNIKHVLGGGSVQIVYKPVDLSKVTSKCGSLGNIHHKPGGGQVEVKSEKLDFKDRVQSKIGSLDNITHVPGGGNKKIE
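Heparin (20 uM) drove fibril formation of recombinant tau K18 P301L, 15 uM unlabeled with 0.24 uM Alexa 594 label, for 6 hr at 37 C in 100 mM sodium acetate pH 7. Fluorescence polarization (555/632 nm) read 1 hr after 30 uM ThT.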
Tau fibril ThT: qHTS for Inhibitors of Tau Fibril Formation, Thioflavin T Binding. AID 1460, 2008. recombinant tau K18 P301L, heparin-induced fibrillization, ThT fluorescence. hit rate 2.1% among 270,000. Potency, µM (series often up to 57.4 µM), for inactives: at the highest dose activity, negative = inhibition, most hits filed as inhibitors; note: nearly all actives have a fitted effect of over 55% in size
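Fibril formation assay: tau K18 P301L at 15 uM with trace Alexa 594 label, heparin inducer 20 uM, pH 7 sodium acetate buffer, 37 C for 6 hr; endpoint ThT signal.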
GoLoco inh red: qHTS Assay for Inhibitors of RGS12 GoLoco Motif Activity (Red Fluorophore); Guanine nucleotide-binding protein G(i) subunit alpha-1 (Homo sapiens), P63096; Gai1:RGS12 GoLoco peptide FP, rhodamine, 10 min; Potency, µM (titrated, usually from 61.6 µM), without a hit: at the top dose activity, negative = inhibition, actives largely listed as inhibitors; hit rate 0.44% among 230,000; active = well fitted inhibition curve with a large enough effect, not every such curve was filed as active; inactive = no such curve, though single readings can be large or run the other way; note: nearly all actives have a fitted effect of over 30% in size; many of its hits are not listed in these tables
Target sequence (P63096 whole entry, looked up): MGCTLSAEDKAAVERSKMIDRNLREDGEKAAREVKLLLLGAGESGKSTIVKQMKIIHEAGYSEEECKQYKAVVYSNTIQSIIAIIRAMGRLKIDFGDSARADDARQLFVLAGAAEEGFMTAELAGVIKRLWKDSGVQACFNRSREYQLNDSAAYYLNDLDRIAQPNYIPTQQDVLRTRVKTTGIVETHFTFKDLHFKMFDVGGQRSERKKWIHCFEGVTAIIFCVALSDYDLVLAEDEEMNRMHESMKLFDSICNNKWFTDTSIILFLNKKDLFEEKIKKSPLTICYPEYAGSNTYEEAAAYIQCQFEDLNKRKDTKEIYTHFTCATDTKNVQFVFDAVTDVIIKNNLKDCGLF
TRb-SRC2 inh: qHTS for Inhibitors of the Interaction of Thyroid Hormone Receptor and Steroid Receptor Coregulator 2. Thyroid hormone receptor beta (Homo sapiens), P10828. Potency, µM (highest dose often 106 µM), for inactives: at the top dose activity change, negative = inhibition, hits mostly inhibitors. hit rate 0.065% among 280,000. TRbeta-SRC2 peptide binding, fluorescence polarization; receptor liganded with 1 µM T3;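 note: plate controls were bound peptide for no effect and peptide without receptor for full effect; nearly all actives have a fitted effect of over 50% in size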
Target sequence (P10828 whole entry, looked up): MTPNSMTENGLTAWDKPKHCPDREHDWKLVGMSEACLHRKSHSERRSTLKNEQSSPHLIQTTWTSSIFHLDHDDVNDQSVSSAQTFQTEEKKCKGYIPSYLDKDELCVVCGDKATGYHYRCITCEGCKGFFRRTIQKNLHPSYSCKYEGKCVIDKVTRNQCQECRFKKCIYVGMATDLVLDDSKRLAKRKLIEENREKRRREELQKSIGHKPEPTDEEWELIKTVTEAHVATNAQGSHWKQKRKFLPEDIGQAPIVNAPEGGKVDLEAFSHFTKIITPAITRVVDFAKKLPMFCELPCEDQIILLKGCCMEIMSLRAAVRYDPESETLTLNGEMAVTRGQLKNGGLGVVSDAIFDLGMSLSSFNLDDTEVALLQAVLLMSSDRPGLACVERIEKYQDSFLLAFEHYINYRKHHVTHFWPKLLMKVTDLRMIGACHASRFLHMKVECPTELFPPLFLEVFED
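Human TRb ligand-binding domain (0.6 uM) is mixed with 20 nM Texas Red SRC2 peptide and 1 uM T3; after compound addition and 5 hr at ambient temperature, polarization is measured and normalized to unbound and bound controls.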
TexasRed fluor: Total Fluorescence Counterscreen for Inhibitors of the Interaction of Thyroid Hormone Receptor and Steroid Receptor Coregulator 2; TRb/SRC2 Texas Red total fluorescence interference; Potency, µM (series often up to 106 µM), without a hit: at the top dose fluorescence change, negative = quenching; hit rate 0.29% among 280,000; AID 1479, 2009; active = well fitted curve in either direction with a large enough effect; inconclusive = small, poorly fitted or top-dose-only effect
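Human TRβ ligand-binding domain (0.6 uM) and Texas Red SRC2 peptide (20 nM) in Tris buffer with 1 uM T3 and 5% DMSO were incubated with pinned compound for 5 hr at ambient temperature. Total fluorescence was computed as S + 2P (555/632 nm).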
Starred values were filed as active, the others as inactive; i = inactive; u = inconclusive; x = not tested or not shown; [ ] = another dose, or the depositor's remark. Unless noted, calls come from the whole dose curve; as a rule, active = well fitted curve in the direction sought with a large enough effect; inconclusive = small, poorly fitted or top-dose-only effect, or another doubt; inactive = no such curve, though single readings can be large; an effect the other way counts as inactive or inconclusive. Unless noted, % is set by controls: 0 for no effect and ±100 for the full control effect; potency is the fitted concentration of half-maximal effect. This is a subset; the hit share may differ from the screen's.

Sample of the layout, 12 compounds:
SMILES	JMJD2E inh	RECQ1 inh	L3MBTL1 inh	Tau FP inhib	Tau fibril ThT	GoLoco inh red	TRb-SRC2 inh	TexasRed fluor
O=C(NC1CCCCCCC1)c1ccco1	11%	1%	0%	3%	-8%	8%	-5%	-4%
COCCn1c(=NC(=O)CSC(C)=O)sc2cc(OC)ccc21	-10%	2%	2%	-10%	-14%	5%	-10%	1%
CN(C)c1cc(O)c(C(=S)Nc2ccccc2)c(N(C)C)c1	5%	4%	-23%	12%	u	1%	-3%	0%
O=C(Nc1nc(-c2ccncc2)cs1)c1ccc(S(=O)(=O)N2CCOCC2)cc1	-27%	-15%	6%	-5%	2%	18%	-5%	-1%
CC(CN(C)Cc1ccccc1)OC(=O)c1ccc2c(c1)OCCO2 (centres undefined)	-4%	-9%	3%	u	-17%	5%	-1%	-1%
CCOC(=O)c1cc2cc(C)ccc2[nH]1	u	i	x	0%	-4%	1%	-2%	0%
CCc1nnc(NC(=O)c2ccncc2)s1	-16%	-6%	6%	0%	-3%	-3%	-7%	-2%
COc1cc(C(=S)N2CCCC2)cc(OC)c1O	1%	-11%	x	-10%	2%	-4%	0%	-2%
COc1ccc(Sc2nc3ccccc3n3c(C(F)(F)F)nnc23)cc1	-7%	2%	-4%	-6%	-8%	11%	2%	0%
O=C(CCc1nnc(CCCCc2ccccc2)o1)NCc1cc(F)ccc1F	-16%	7%	-8%	2%	u	37%[activator]	1%	-4%
Cc1cc(C)c(S(=O)(=O)O)c(C)n1	-1%	-1%	6%	7%	7%	1%	3%	1%
COc1ccc(CCNC(=O)COC(=O)CCC(=O)c2ccc(F)cc2)cc1OC	1%	i	x	-5%	-7%	7%	-4%	-2%

Main list, previewed entries included:
SMILES	JMJD2E inh	RECQ1 inh	L3MBTL1 inh	Tau FP inhib	Tau fibril ThT	GoLoco inh red	TRb-SRC2 inh	TexasRed fluor
O=C(NC1CCCCCCC1)c1ccco1	11%	1%	0%	3%	-8%	8%	-5%	-4%
COCCn1c(=NC(=O)CSC(C)=O)sc2cc(OC)ccc21	-10%	2%	2%	-10%	-14%	5%	-10%	1%
CN(C)c1cc(O)c(C(=S)Nc2ccccc2)c(N(C)C)c1	5%	4%	-23%	12%	u	1%	-3%	0%
O=C(Nc1nc(-c2ccncc2)cs1)c1ccc(S(=O)(=O)N2CCOCC2)cc1	-27%	-15%	6%	-5%	2%	18%	-5%	-1%
CC(CN(C)Cc1ccccc1)OC(=O)c1ccc2c(c1)OCCO2 (centres undefined)	-4%	-9%	3%	u	-17%	5%	-1%	-1%
CCOC(=O)c1cc2cc(C)ccc2[nH]1	u	i	x	0%	-4%	1%	-2%	0%
CCc1nnc(NC(=O)c2ccncc2)s1	-16%	-6%	6%	0%	-3%	-3%	-7%	-2%
COc1cc(C(=S)N2CCCC2)cc(OC)c1O	1%	-11%	x	-10%	2%	-4%	0%	-2%
COc1ccc(Sc2nc3ccccc3n3c(C(F)(F)F)nnc23)cc1	-7%	2%	-4%	-6%	-8%	11%	2%	0%
O=C(CCc1nnc(CCCCc2ccccc2)o1)NCc1cc(F)ccc1F	-16%	7%	-8%	2%	u	37%[activator]	1%	-4%
Cc1cc(C)c(S(=O)(=O)O)c(C)n1	-1%	-1%	6%	7%	7%	1%	3%	1%
COc1ccc(CCNC(=O)COC(=O)CCC(=O)c2ccc(F)cc2)cc1OC	1%	i	x	-5%	-7%	7%	-4%	-2%
CC(=O)Nc1cc([N+](=O)[O-])ccc1N1CCOCC1	-2%	-4%	x	7%	-5%	-4%	-9%	-1%
Cc1ccc(C)c(-n2c(N)c(C#N)c3nc4ccccc4nc32)c1	x	x	x	-6%	5%	x	-17%	u
CC1Cc2ccccc2N1Cc1nc2cc(Cl)ccc2c(=O)[nH]1 (centres undefined)	-22%	-9%	x	12%	-26%	44%[activator]	2%	-1%
O=C(C1CCN(S(=O)(=O)c2cccs2)CC1)N1CCN(c2cccc(Cl)c2)CC1	x	x	x	0%	-5%	x	5%	1%
CC1CC(C)CN(CCCn2c(=S)[nH]c3ccccc3c2=O)C1 (centres undefined)	6%	-7%	x	2%	-5%	3%	-1%	-4%
OCC1CCCCN1CCNCc1cn[nH]c1-c1cccc2ccccc12 (centres undefined)	8%	-2%	-11%	8%	-8%	1%	4%	-2%
CCOC(=O)c1c(NC(=O)CCN2C(=O)c3ccccc3C2=O)sc(C(=O)OC(C)C)c1C	4%	-16%	3%	7%	-4%	-5%	x	x
O=c1[nH][nH]c(=O)c2c(NS(=O)(=O)c3ccccc3)cccc12	u	i	4%	-8%	-3%	0%	-2%	3%

Two entries from above in another layout.
SMILES | JMJD2E inh | RECQ1 inh | L3MBTL1 inh | Tau FP inhib | Tau fibril ThT | GoLoco inh red | TRb-SRC2 inh | TexasRed fluor
CC(CN(C)Cc1ccccc1)OC(=O)c1ccc2c(c1)OCCO2 (centres undefined) | -4% | -9% | 3% | u | -17% | 5% | -1% | -1%
CCOC(=O)c1cc2cc(C)ccc2[nH]1 | u | i | x | 0% | -4% | 1% | -2% | 0%

Additional results follow:
SMILES	JMJD2E inh	RECQ1 inh	L3MBTL1 inh	Tau FP inhib	Tau fibril ThT	GoLoco inh red	TRb-SRC2 inh	TexasRed fluor
CC(C)c1ccc(N(CC(=O)NCCSCc2ccco2)S(C)(=O)=O)cc1	5%	23%	-11%	-3%	-11%	3%	-8%	-6%
COc1cccc(-c2nn(C)c3sc(C(=O)N4CCN(c5cccc(C)c5)C(C)C4)cc23)c1 (centres undefined)	x	x	x	-4%	-18%	x	-4%	-1%
Cc1csc(NC(=O)CSc2nnc3c4ccccc4nc(C(C)(C)C)n23)n1	9%	-6%	-3%	4%	-8%	-6%	-9%	2%
CC(C)=C1C2CCC1C(C(=O)NCCc1ccccc1)C2C(=O)O (centres undefined)	7%	i	6%	-12%	-5%	-4%	2%	-1%
CCOC(=O)c1oc2c(c1C)/C(=N/O)CCC2	-3%	1%	-19%	2%	-8%	-59%	5%	0%
CCOc1ccc(C2C(C(=O)Nc3ccc(F)cc3)=C(C)Nc3nc(CCCO)nn32)cc1 (centres undefined)	7%	-4%	7%	3%	u	3%	-5%	1%
Cc1c(NS(=O)(=O)c2cccc3nsnc23)c(=O)n(-c2ccccc2)n1C	-6%	-4%	12%	3%	3%	3%	3%	-6%
Cc1ccc2c(c1)CCCN2C(=O)c1ccco1	4%	12%	x	-8%	-8%	1%	-3%	1%
O=C(O)CSc1cc(C(=O)c2ccccc2O)cn2c(=O)c3c(-c4ccccc4)csc3nc12	0%	-22%	-10%	-4%	25µM*	19%	17%	-5%
Cc1ccc(C(=O)NC2c3ccccc3-c3ccccc32)cc1	0%	-1%	6%	-2%	5%	x	-4%	-4%
CCOC(=O)Nc1ccc(S(=O)(=O)NCc2ccccc2)cc1	-2%	9%	6%	-19%	-7%	-7%	-3%	0%
COc1ccc(CNC(=O)c2cc3sccc3n2C)cc1	x	x	x	-3%	-5%	x	2%	3%
O=C(O)CC(CCc1ccccc1)OC1OC(CO)C(O)C(O)C1O (centres undefined)	25µM*	3.5µM*	x	-8%	u	2%	3%	-6%
Cc1ccc(NC(=O)c2ccc3nc[nH]c3c2)c(O)c1	-30%	-2%	2%	7%	-15%	16%	-2%	-5%
CC(C)Cn1c(=O)c(C(=O)Nc2ccccc2S(N)(=O)=O)c(O)c2ccccc21	u	-8%	5%	3%	3%	0%	2%	1%
O=C1c2ccccc2CN1CCNS(=O)(=O)c1ccc(Cl)cc1	2%	-1%	0%	-5%	-15%	4%	0%	-3%
O=C(CSc1nnc2ccc3ccccc3n12)Nc1ccccc1Cl	x	x	x	3%	-12%	x	4%	9%
Cc1ccccc1C(=O)Nc1nc2nc(-c3ccccc3)cc(=O)n2[nH]1	x	x	x	3%	-6%	x	7%	0%
O=C(Nc1ccc(Cl)cc1)Nc1ccc2c(c1)N1CCN=C1S2	1%	-15%	-2%	-11%	-15%	-13%	5%	0%
COc1cccc(-n2c(CNc3ccc(F)cc3)nnc2SCC(N)=O)c1	3%	-3%	2%	4%	-3%	1%	-10%	-2%
CCc1ccc2nc(SCC(=O)N(CC)CC)c(C#N)cc2c1	-3%	i	8%	2%	-15%	1%	2%	1%
O=C(O)c1ccccc1S(=O)CCO (centres undefined)	u	-6%	x	-13%	-9%	-13%	1%	-1%
Cc1cc(SCC(=O)N(C)c2c(N)n(Cc3ccccc3)c(=O)[nH]c2=O)nc2ccccc12	-7%	0%	7%	-4%	-12%	10%	-4%	1%
CCC(=O)c1ccc2ncccc2c1	4%	-2%	6%	0%	-8%	8%	-7%	1%
Cc1ccc(N=CC=C2OC(C)(C)C(C)(C)O2)cc1	u	1%	-3%	4%	-18%	11%	3%	-3%
Cc1ccc(C(=O)n2c(=S)nc3ccccn32)cc1	-1%	1%	x	-2%	-24%	0%	5%	3%
Cc1cnc(C(=O)OCC(=O)Nc2ccc(C)c(S(=O)(=O)N3CCCCCC3)c2)cn1	u	i	-15%	-6%	-1%	16%	4%	-2%
CCOc1ccc(CCNC(=O)c2ccc(-n3c(C)cc4c3CCC(C)C4)cc2)cc1OCC (centres undefined)	x	x	x	-3%	u	x	-3%	2%
O=C(CN1C(=O)CSC1=O)Nc1ccccc1N1CCOCC1	-1%	-16%	3%	-3%	-9%	1%	4%	-5%

Bioassay records deposited in PubChem BioAssay by National Center for Advancing Translational Sciences (NCATS).
